# High-throughput results from PubChem BioAssay.
# Shiga inhibitor: Shiga toxin inhibition | Vero cells, Shiga toxin protein synthesis inhibition reporter | 290,000 tested, 9.2% active | AID 2315 | inhibition, % at 38.7 µM; in the data active = inhibition mostly above about 28%, no sharp cut-off; inactive = mostly below about 43%; also: 0% is about no effect
# HCMV antiviral: blocks human cytomegalovirus replication. HFF cells, HCMV-luciferase reporter, 72 h; active compounds read low. 410,000 tested, 4.5% active. activity change, negative = inhibition, % at 57.5 µM; in the data active = activity change below about -60%; inconclusive = no clear call, values can overlap the other calls; inactive = above about -39%; also: % is scaled to controls: 0 for no effect and ±100 for the full control effect
#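 HFF cells seeded 16 h at 37C, treated with compounds, infected with luciferase-reporter HCMV at MOI 1 PFU/cell; luciferase read at 72 h post infection, normalized to buffer-only and Salinomycin controls.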
# AMA1 RON2 block: AMA1-RON2 (P. falciparum) interaction inhibition; AlphaScreen AMA1-biotinylated RON2 peptide binding; Potency, µM (series often up to 58.2 µM), without a hit: at the top dose activity change, negative = inhibition, most hits filed as inhibitors; 360,000 tested, 0.2% active; AID 720542;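 also: potency is read from the fitted curve at half-maximal effect; 0% = vehicle wells and -100% = peptide control; nearly all actives have a fitted effect of over 45% in size; some results filed as inactive show a strong effect at the top dose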
#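 AMA1 (3D7) with his tag at 25 nM final met compounds first, then biotinylated RON2 peptide at 25 nM; detection used donor plus acceptor beads, 10 µg/mL apiece, read by AlphaScreen after 30 min at room temperature.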
# AmpC inh no detg: inhibitors of E. coli AmpC beta-lactamase without detergent. 330,000 tested, 0.52% active. AmpC nitrocefin hydrolysis, absorbance 480 nm, 0.0001% Triton. Potency, µM (series often up to 57.1 µM), for inactives: top-dose activity change, negative = inhibition, usual class: inhibitors. AID 485341;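 also: potency is read from the fitted curve at half-maximal effect; plate controls were no compound for no effect and no enzyme for full effect; nearly all actives have a fitted effect of over 20% in size; some results filed as inactive show a strong effect at the top dose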
# Target sequence (P00811 whole entry, looked up): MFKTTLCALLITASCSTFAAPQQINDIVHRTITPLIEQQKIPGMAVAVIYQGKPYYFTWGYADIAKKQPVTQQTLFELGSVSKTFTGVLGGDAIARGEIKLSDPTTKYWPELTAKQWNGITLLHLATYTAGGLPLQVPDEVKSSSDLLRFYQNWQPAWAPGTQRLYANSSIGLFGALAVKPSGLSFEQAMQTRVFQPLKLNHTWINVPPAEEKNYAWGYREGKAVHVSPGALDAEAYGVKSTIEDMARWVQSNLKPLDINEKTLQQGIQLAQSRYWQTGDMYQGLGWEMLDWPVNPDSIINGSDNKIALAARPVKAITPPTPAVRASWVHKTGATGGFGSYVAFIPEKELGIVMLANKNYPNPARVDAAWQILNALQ
#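 AmpC (5.3 nM in the dispensed reagent) in 20 mM phosphate pH 7.0 with 0.01% (detergent screen) or 0.0001% Triton X-100 was preincubated with compounds for 15 min at room temperature. Nitrocefin was then added from an 800 uM solution, and hydrolysis was followed at 480 nm.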
# Cycloheximide cs: affects cycloheximide protein synthesis inhibition readout, counter-screen. 300,000 tested, 12% active. max response, %. AID 2314. cell reporter, cycloheximide protein synthesis inhibition counterscreen; in the data active = max response mostly above about 13%, no sharp cut-off; inactive = mostly below about 14%; also: read at 38.3 µM for the half of the compounds with a filed dose; 0% is about no effect
# AmpC inh detg: AmpC beta-lactamase inhibition with detergent present. P00811. AID 485294. Potency, µM (titrated, usually from 114 µM), without a hit: at the highest dose activity change, negative = inhibition, most hits filed as inhibitors. 370,000 tested, 0.041% active. AmpC hydrolysis of nitrocefin, absorbance 480 nm, 0.01% Triton;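 also: potency is read from the fitted curve at half-maximal effect; 0% = no-compound wells and -100% = no-enzyme wells; nearly all actives have a fitted effect of over 25% in size; some results filed as inactive show a strong effect at the top dose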
#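 AmpC (5.3 nM in the dispensed reagent) in 20 mM phosphate pH 7.0 with 0.01% (detergent screen) or 0.0001% Triton X-100 was preincubated with compounds for 15 min at room temperature. Nitrocefin was then added from an 800 uM solution, and hydrolysis was followed at 480 nm.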
# FBPA Giardia inh: blocks Giardia fructose-bisphosphate aldolase activity; A8B2U2; purified Giardia FBPA; Potency, µM (doses to about 59.6 µM), without a hit: at the top dose activity, negative = inhibition, usual class: inhibitors; 290,000 tested, 0.71% active; also: potency is read from the fitted curve at half-maximal effect; % is scaled to controls: 0 for no effect and ±100 for the full control effect; nearly all actives have a fitted effect of over 55% in size
# Target sequence (A8B2U2 whole entry, looked up): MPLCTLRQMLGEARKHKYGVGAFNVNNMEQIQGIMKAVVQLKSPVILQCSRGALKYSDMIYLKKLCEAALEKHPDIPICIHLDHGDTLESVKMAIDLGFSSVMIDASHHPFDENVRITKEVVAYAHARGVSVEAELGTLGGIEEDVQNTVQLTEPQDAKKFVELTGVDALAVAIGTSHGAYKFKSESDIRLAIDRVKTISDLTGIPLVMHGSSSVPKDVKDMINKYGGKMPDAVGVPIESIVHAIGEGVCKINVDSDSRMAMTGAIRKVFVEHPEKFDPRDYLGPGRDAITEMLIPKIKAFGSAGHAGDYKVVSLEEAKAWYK
#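 40 nM FBPA preincubated 10 min at RT with compound (up to 57.5 uM final), then substrate plus GAPDH/TPI/NAD/arsenate coupling and diaphorase/resazurin added. Fluorescence read after 20 min at RT, 525/598 nm.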
# * = called active by the depositor; ? = inconclusive; . = no result given; & = joins results of further samples; [ ] = another dose, or the depositor's remark. Unless noted, calls follow the shape of the dose curve; as a rule, active = well fitted curve in the direction sought with a large enough effect; inconclusive = small, poorly fitted or top-dose-only effect, or another doubt; inactive = no such curve, though single readings can be large; an effect the other way counts as inactive or inconclusive.
nr | molecule | Shiga inhibitor | HCMV antiviral | AMA1 RON2 block | AmpC inh no detg | Cycloheximide cs | AmpC inh detg | FBPA Giardia inh
1 | COc1ccc(C(CCN2CCN(c3ccccc3)CC2)c2c(OC)cc(OC)c3c(-c4ccccc4)cc(=O)oc23)cc1 (stereo not given) | 1&-8 | -29 | ? | 24% | 12&-2 | -6% | 2%&-3%
2 | O=C(c1cc(=O)c2cc(Cl)ccc2o1)N1CCN(Cc2ccccc2)CC1 | 1 | -17 | 0% | 90%[activator] | -4 | -5% | -1%
3 | CCOc1cc(NC(=S)NCCCN2CCOCC2)c(OCC)cc1NC(=O)c1cccs1 | -19 | -39 | -6% | -6% | -1 | 4% | -16%
4 | CCN(CC)C(=O)CSc1nnc(-c2cccnc2)n1Cc1ccccc1 | -10 | 8 | 15% | 2% | 13 | 1% | 0%
5 | CCC(=O)N1CC2(CC(c3cccc(NC(=O)COc4ccc(Cl)cc4)c3)=NO2)C[C@@H]1C(N)=O (stereo not given in full) | -15 | . | . | 105%[activator] | -3 | ? | -5%
6 | Clc1ccc(CSc2ccc(-c3ccco3)nn2)cc1 | 126* | 30 | -3% | -31% | 23* | -1% | 0%
7 | O=C1CCC(CCC(=O)N2CCCC(C(=O)c3ccc4c5c(cccc35)CC4)C2)=NN1 (stereo not given) | 23 | -29 | 3% | 154%[activator] | -2 | -2% | 1%
8 | O=C(COC(=O)c1ccccc1F)NC1CCCC1 | 36* | 25 | 12% | -17% | 37* | -6% | -10%
9 | Cc1c(C(=O)NCc2ccccc2)oc2c1C(=O)CCC2 | 43 | -11 | 0% | -11% | -2 | -7% | -11%
10 | CCN1C(=O)N[C@@H](c2ccco2)C(C(C)=O)=C1C | . | -6 | -4% | . | . | . | 7%[12.9 µM]
11 | CCn1c(=O)cc(SCC(=O)Nc2ccc(Cl)cc2)c2ccccc21 | -19 | 12 | 6% | -15% | -3 | ? | 9%
12 | CC1(C)OC(=O)C(=CNC(Cc2c[nH]c3ccccc23)C(=O)O)C(=O)O1 (stereo not given) | -4 | 71 | 58%[activator] | -13% | 9 | 0% | 3%
13 | CN(C)CC(C)(C)CNC(=S)NCc1ccc2c(c1)OCO2 | -10 | ? | ? | -35% | 1 | -8% | ?
14 | C#CCOCCOCCOCCNc1nc(N2CCN(C(=O)[C@H](CCCN=C(N)N)n3cc(C(N)[C@@H](C)CC)nn3)CC2)nc(N2CCN(C(=O)[C@H](CC(N)=O)n3cc([C@@H](N)CC(N)=O)nn3)CC2)n1 (stereo not given in full) | . | -1 | 25% | 59% | . | . | .
15 | O=C(Nc1cc(S(=O)(=O)N2CCOCC2)ccc1N1CCCCC1)c1ccc(Cl)cc1 | . | ? | -9% | 22% | . | -14% | .
16 | CCn1c(COc2ccc3c(c2)OCO3)nnc1SCC(=O)c1ccc(Cl)cc1 | -19 | -3 | 27% | -24% | -2 | 4% | 0%
17 | COc1cc(C2C3=C(CC(C)(C)CC3=O)Nc3ccccc3N2C(C)=O)cc(OC)c1OC (stereo not given) | 7 | 35 | 3% | 18% | 1 | -6% | 4%
18 | O=C(c1cccc(S(=O)(=O)N2CCOCC2)c1)N1CCN(S(=O)(=O)c2cccs2)CC1 | 2 | 5 | 9% | 50% | 6 | -5% | -3%
19 | COc1ccc(C(=O)Nn2c(SCc3cccc([N+](=O)[O-])c3)nc3ccccc3c2=O)cc1 | 114* | -70* | 4% | -52% | 61* | -3% | 0%
20 | COCCN=C1Sc2nc3cc(C)c(C)cc3cc2CN1Cc1cccs1 | 6 | -34 | -5% | -49% | 11 | -7% | -2%
21 | Cc1ccc(S(=O)(=O)NC(=O)Nc2ccc(N(C)C)cc2)cc1 | 54* | -18 | -26% | -42% | 55* | -14% | .
22 | CCOC(=O)CN(c1ccccc1)S(=O)(=O)c1ccc(F)cc1 | 17 | 4 | -6% | -5% | 2 | -3% | 12%
23 | COc1ccc(Cl)cc1N(CC(=O)N1CCC(C)CC1)S(C)(=O)=O | -9 | 0 | 6% | 20% | -2 | -18% | 8%
24 | CCN(CC)CCn1c(NCc2ccco2)nc2ccccc21 | -12 | 12 | 6% | -22% | -2 | ? | -19%
25 | Cc1ccc(Nc2nnns2)cc1C | -14 | -16 | -9% | -27% | -2 | 3% | 0%
26 | O=C1NC[C@H](c2ccccc2)N(CCC23CC4CC(CC(C4)C2)C3)C1=O | . | -4 | 7% | -17% | . | -12% | .
27 | S=C(NCc1cccnc1)Nc1ccc(Oc2ccccc2)cc1 | 0 | -71* | -6% | -50% | 12 | -1% | 0%
28 | COc1cc(NS(=O)(=O)c2ccc(NC(=O)NC3CCCCC3)cc2)nc(OC)n1 | 0 | 74 | -2% | -20% | -4 | -21% | 2%
29 | O=C(O)C1CCCN1C1=NS(=O)(=O)c2ccccc21 (stereo not given) | -13 | -30 | 6% | -2% | -5 | -1% | .
30 | COc1ccc(CNS(=O)(=O)NCc2ccccc2)cc1OC | -3 | -18 | -11% | -34% | 8 | -2% | 7%

# Given in transposed form: 12 of the compounds above
19: COc1ccc(C(=O)Nn2c(SCc3cccc([N+](=O)[O-])c3)nc3ccccc3c2=O)cc1
20: COCCN=C1Sc2nc3cc(C)c(C)cc3cc2CN1Cc1cccs1
21: Cc1ccc(S(=O)(=O)NC(=O)Nc2ccc(N(C)C)cc2)cc1
22: CCOC(=O)CN(c1ccccc1)S(=O)(=O)c1ccc(F)cc1
23: COc1ccc(Cl)cc1N(CC(=O)N1CCC(C)CC1)S(C)(=O)=O
24: CCN(CC)CCn1c(NCc2ccco2)nc2ccccc21
25: Cc1ccc(Nc2nnns2)cc1C
26: O=C1NC[C@H](c2ccccc2)N(CCC23CC4CC(CC(C4)C2)C3)C1=O
27: S=C(NCc1cccnc1)Nc1ccc(Oc2ccccc2)cc1
28: COc1cc(NS(=O)(=O)c2ccc(NC(=O)NC3CCCCC3)cc2)nc(OC)n1

Screen / compound no.	19	20	21	22	23	24	25	26	27	28
Shiga inhibitor	114*	6	54*	17	-9	-12	-14	.	0	0
HCMV antiviral	-70*	-34	-18	4	0	12	-16	-4	-71*	74
AMA1 RON2 block	4%	-5%	-26%	-6%	6%	6%	-9%	7%	-6%	-2%
AmpC inh no detg	-52%	-49%	-42%	-5%	20%	-22%	-27%	-17%	-50%	-20%
Cycloheximide cs	61*	11	55*	2	-2	-2	-2	.	12	-4
AmpC inh detg	-3%	-7%	-14%	-3%	-18%	?	3%	-12%	-1%	-21%
FBPA Giardia inh	0%	-2%	.	12%	8%	-19%	0%	.	0%	2%

29: O=C(O)C1CCCN1C1=NS(=O)(=O)c2ccccc21 (stereo not given)
30: COc1ccc(CNS(=O)(=O)NCc2ccccc2)cc1OC

Screen / compound no.	29	30
Shiga inhibitor	-13	-3
HCMV antiviral	-30	-18
AMA1 RON2 block	6%	-11%
AmpC inh no detg	-2%	-34%
Cycloheximide cs	-5	8
AmpC inh detg	-1%	-2%
FBPA Giardia inh	.	7%

# Next section.
nr | molecule | Shiga inhibitor | HCMV antiviral | AMA1 RON2 block | AmpC inh no detg | Cycloheximide cs | AmpC inh detg | FBPA Giardia inh
31 | Cc1onc(-c2c(Cl)cccc2Cl)c1C(=O)NC1CCCCC1 | 1 | 2 | 7% | -15% | -5 | 5% | .
32 | CCOc1ccc(/C(O)=C2/C(=O)C(=O)N(CCCN3CCOCC3)C2c2ccc(C)cc2)cc1C (stereo not given) | -9 | -2 | -1% | -10% | -2 | -6% | 14%
33 | CCOC(=O)CNNC(=O)Nc1ccc(Cl)c(Cl)c1 | 7 | -2 | -1%[11.6 µM] | -14% | -1 | -14%[57.1 µM] | -3%
34 | Cc1ccccc1-c1nc(CN2CCC(C(=O)NCc3cccnc3)CC2)c(C)o1 | -2 | 18 | -4% | 68%[activator] | -6 | -1% | 28%
35 | Fc1ccc(-c2nc(-c3cnccn3)no2)c(Cl)c1 | 83* | 61 | -14% | -15% | 40* | 5% | 5%
36 | O=c1c([N+](=O)[O-])c(NC2CCCCC2)c2ccccc2n1-c1ccccc1 | -1 | -13 | 6% | -13% | 7 | ? | -12%
37 | CCOc1ccccc1OCC(=O)Nc1cc2c(cc1C(=O)O)OCCCO2 | 3 | -18 | 2% | -25% | -4 | 4% | 12%
38 | Cc1ccc(Sc2ncnc3onc(C)c23)cc1 | -18 | 64 | 12% | -9% | 1 | -9% | 7%
39 | CCCC(C(=O)Nc1ccc(S(=O)(=O)N2CCOCC2)cc1)c1ccccc1 (stereo not given) | . | -17 | -5% | 1% | . | 1% | .
40 | COc1ccc(S(=O)(=O)N2CCN(C(=O)c3cnc(C)cn3)CC2)cc1 | -12 | -21 | -1% | -4% | -4 | 5% | -1%
41 | CCN(CC)S(=O)(=O)c1cccc(C(=O)N[C@H](C(=O)OCC(=O)NC(=O)NC)C(C)C)c1 | -1 | 14 | 8% | 1% | -3 | -1% | 1%
42 | COc1ccc(-c2nc3ccccc3c(=O)n2CCN2CCOCC2)cc1 | 12 | 12 | -6% | -3% | 2 | -14% | 0%
43 | Cc1cc(C(F)(F)F)nn1CC(=O)NCC1CCCO1 (stereo not given) | -25 | 36 | 1% | -3% | -5 | ? | 5%
44 | COCCn1c(C)cc(O)c(C(=O)Nc2cccc(Cl)c2)c1=O | -6 | -38 | ? | -9% | -11 | -3% | .
45 | CCOC(=O)C1=NOC(Cn2cc(C(C)=O)c(=O)[nH]c2=O)C1 (stereo not given) | -7 | 10 | -1% | -22% | -6 | -2% | -1%
46 | CCOc1ccc(-c2cnc3n2CCC3)cc1 | -6 | -36 | -23% | -4% | 1 | 2% | -18%
47 | O=C(O)c1cc(S(=O)(=O)Nc2ccccc2C(=O)O)ccc1O | -17 | 23 | -15% | -25% | -2 | -12% | 3%
48 | O=C(Nc1ccn(Cc2ccccc2F)n1)c1ccc(COc2cccc(Br)c2)cc1 | 71* | 27 | 5% | -35% | 54* | -7% | 1%
49 | CN(Cc1nc2ccccc2n1C)C(=O)c1ccco1 | -23 | 13 | 1% | -17% | -3 | 2% | .
50 | CCSc1nc2c(c(=O)[nH]c(=O)n2C)n1CC(O)COc1ccccc1 (stereo not given) | -10 | 21 | 7% | -11% | 11 | -20% | -8%

# For reference, part of the list above.
nr | molecule | Shiga inhibitor | HCMV antiviral | AMA1 RON2 block | AmpC inh no detg | Cycloheximide cs | AmpC inh detg | FBPA Giardia inh
45 | CCOC(=O)C1=NOC(Cn2cc(C(C)=O)c(=O)[nH]c2=O)C1 (stereo not given) | -7 | 10 | -1% | -22% | -6 | -2% | -1%
46 | CCOc1ccc(-c2cnc3n2CCC3)cc1 | -6 | -36 | -23% | -4% | 1 | 2% | -18%
